OX1R antag-1: human HCRTR1 antagonism; O43613; CHO/OX1R cells, Fluo-8 calcium fluorescence, orexin A; inhibition, % at 5 µM; 330,000 compounds, 0.43% hits; AID 434989;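 active means inhibition above its plate's threshold, mean inhibition of all tested compounds on the plate plus 3 SD, cut at about 37% in these data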;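 further: 0% = orexin A challenge wells and 100% = SB-334867-A antagonist wells; not every result past the cut was called active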
Target sequence (O43613 whole entry, looked up): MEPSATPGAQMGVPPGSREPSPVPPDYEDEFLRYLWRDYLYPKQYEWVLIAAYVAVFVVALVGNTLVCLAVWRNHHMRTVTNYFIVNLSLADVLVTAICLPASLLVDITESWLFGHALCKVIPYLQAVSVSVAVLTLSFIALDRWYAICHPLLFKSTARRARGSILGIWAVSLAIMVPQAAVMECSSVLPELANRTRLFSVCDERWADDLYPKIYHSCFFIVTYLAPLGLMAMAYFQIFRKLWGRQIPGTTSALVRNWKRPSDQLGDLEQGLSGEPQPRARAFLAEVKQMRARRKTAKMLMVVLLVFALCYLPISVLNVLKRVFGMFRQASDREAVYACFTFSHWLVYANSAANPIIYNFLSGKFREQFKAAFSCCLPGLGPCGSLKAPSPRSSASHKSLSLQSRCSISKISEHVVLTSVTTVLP
STK33 kinase inh: blocks human STK33 kinase activity | inhibition, % at 10 µM | 320,000 compounds, 0.073% hits | Q9BYT3 | purified STK33, MBP phosphorylation, ADP-Glo luminescence;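 active means inhibition at or above 25%, using the most active replicate where run in duplicate; inactive means inhibition below 25%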
Target sequence (Q9BYT3 whole entry, looked up): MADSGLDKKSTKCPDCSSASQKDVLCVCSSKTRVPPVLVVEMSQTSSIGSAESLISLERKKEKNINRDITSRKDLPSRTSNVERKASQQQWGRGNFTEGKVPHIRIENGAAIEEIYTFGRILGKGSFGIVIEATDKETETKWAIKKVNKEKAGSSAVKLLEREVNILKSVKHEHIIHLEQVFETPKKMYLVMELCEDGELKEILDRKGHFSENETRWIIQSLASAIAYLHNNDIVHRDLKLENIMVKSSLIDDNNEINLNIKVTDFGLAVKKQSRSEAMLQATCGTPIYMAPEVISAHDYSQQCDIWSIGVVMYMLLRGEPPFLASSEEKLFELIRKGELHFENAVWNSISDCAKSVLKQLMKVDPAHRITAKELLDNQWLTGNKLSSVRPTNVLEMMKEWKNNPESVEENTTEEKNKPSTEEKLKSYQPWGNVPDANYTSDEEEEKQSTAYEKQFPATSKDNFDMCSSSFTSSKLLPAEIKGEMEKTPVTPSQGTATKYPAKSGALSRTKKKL
OX1R antag-2: blocks the human orexin 1 receptor; 330,000 compounds, 1.8% hits; inhibition, % at 6.6 µM; AID 485270; OX1R-expressing cells, FRET antagonist read-out; in the data active means inhibition mostly above about 38%, no sharp cut-off; inactive means mostly below about 40%;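 further: 0% = agonist challenge alone and 100% = reference antagonist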
Starred values were filed as active, the others as inactive; · = no result given.

SMILES	OX1R antag-1	STK33 kinase inh	OX1R antag-2
CCOC(=O)Cc1cc(=O)[nH]c(Nc2nc3ccccc3o2)n1	19.1	-0.1	10.6
CCOC(=O)c1c(C)n(CC(O)c2ccccc2)c2ccc(O)cc12 (configuration not stated)	-14.2	1.1	1.3
CCn1ncc(C2=NOC(C(=O)N3CCC(C(N)=O)CC3)C2)c1C (configuration not stated)	1.2	-2.1	7.2
CCC(C)(C)n1nnnc1CN1CCC(c2nc3ccc(C)cc3[nH]2)CC1	-19.4	0.7	2.6
COc1ccc(CN(C)C[C@H]2Oc3c(NC(=O)Nc4ccccc4)cccc3C(=O)N([C@H](C)CO)C[C@@H]2C)cc1	-10.1	-0.4	7.9
O=C(NCC1CCCO1)c1cccc(NC(=O)c2ccc(Br)cc2)c1 (configuration not stated)	-7.3	0.4	10.6
COC(=O)CCC(=O)Nc1cccc(C(=O)Nc2cccc(Cl)c2)c1	2.7	-1.1	27.2
Cc1c(N)c(C(C)(C)C)cc(C(C)(C)C)c1[N+](=O)[O-]	-30.0	-0.7	17.6
O=C(c1ccc2c(c1)OCO2)N1CCC2(CC1)Oc1ccc(F)cc1C(=O)C21CC(c2cccnc2)=NO1 (configuration not stated)	-9.4	-0.4	10.0
COc1ccc(C2(CNC(=O)c3cccs3)CCOCC2)cc1	-5.8	0.7	16.0
O=C(CN1CCN(c2ccccn2)CC1)NCc1cccs1	-19.2	-0.3	24.5
NC(=O)C1(NC(=O)[C@@H]2CC3(CC(c4cccc(NC(=O)[C@@H]5CCC(=O)N5)c4)=NO3)CN2C(=O)Cc2ccc(Cl)cc2)CC1 (some centres not stated)	4.1	0.7	10.9
O=C(N/N=C/c1cccnc1)c1ccc(Cn2cc([N+](=O)[O-])cn2)o1	-7.5	-1.3	16.6
CC1CCCCC1NC(=O)Cc1ccc(S(=O)(=O)N2CCOCC2)s1 (configuration not stated)	-22.5	0.0	16.8
O=C(CSc1ccccn1)N1CCN(S(=O)(=O)c2ccc(Cl)cc2)CC1	-30.6	-0.8	7.5
Cc1cccc(C)c1NC(=S)N/N=C/c1ccccc1C(=O)O	-7.1	0.0	8.6
COc1ccc(C(=O)C[n+]2ccc3c(c2)nc(-c2ccccc2)n3C)cc1	-12.3	·	7.4
COc1ccc(S(=O)(=O)Nc2c(C)n(C)n(-c3ccccc3)c2=O)c(Cl)c1Cl	-18.9	-2.2	-0.6
COc1cccc(N(C(=O)c2cnccn2)C(C(=O)NC2CCCCC2)c2ccc(Cl)cc2)c1 (configuration not stated)	-44.6	-0.3	11.4
COc1ccc(-c2nc(N)ncc2Oc2ccccc2Br)c(O)c1	-25.0	-1.4	1.7
Cc1ccc(Cl)cc1N1CCN(S(=O)(=O)c2ccc3c(c2)CC(=O)N3C)CC1	-26.0	-1.3	10.3
COc1ccc(-n2cc(-c3ccc(OC(F)F)cc3)[n+]3c2CCCCC3)cc1	-4.3	0.7	8.0
COc1cc(S(=O)(=O)Nc2ccc3c(c2)C(=O)N(C)C3=O)ccc1NC(C)=O	9.7	1.7	15.2
COc1ccccc1NC(=S)N(CCc1ccc(OC)c(OC)c1)Cc1ccccn1	-12.3	-2.9	24.9
CCCCCN(C(=O)CCC(=O)OCC(=O)N1C(C)CCCC1C)c1c(N)n(CCCC)c(=O)[nH]c1=O (configuration not stated)	-13.9	1.6	17.6
CC1(C)NC(=O)N(CC(=O)OCC(=O)Nc2cccc(F)c2)C1=O	-13.2	-0.1	10.1
O=C1CCC/C=C/C[C@@H](CC(=O)N(CCO)Cc2ccccc2)C(=O)NC[C@H](c2ccccc2)O1	-18.0	0.1	2.6
O=[N+]([O-])c1cccc(NC(=S)NCCc2ccccc2)c1	-19.6	-0.2	52.9*
CCCn1c(SCC(=O)Nc2ccc3c(c2)OCCO3)nnc1-c1ccco1	-38.0	0.1	16.3
COc1ccccc1OCCNC(=O)C1CC(=O)N(c2ccccc2OC)C1 (configuration not stated)	-11.5	-1.3	6.2
O=C1C2Sc3[nH]c(=O)sc3C(c3ccccc3)C2C(=O)N1c1ccc(Cl)cc1 (configuration not stated)	-20.3	-1.0	46.4
Cc1cccc(-n2c(=O)c3ccccc3n3c(=S)[nH]nc23)c1C	-14.5	0.5	1.1
Cc1cc(C(F)F)n2ncc(C(=O)NCc3ccccc3C(F)(F)F)c2n1	-25.5	-0.9	17.7
COc1ccc(N(CC(=O)NC2CCCCC2)C(=O)c2snc(C(N)=O)c2N)cc1	-0.1	-0.7	8.5
O=C(Oc1ccc(-c2ccccc2)cc1)N1CCOCC1	-4.8	-0.9	18.2
O=C(NC(=S)Nc1ccc(S(=O)(=O)N2CCCC2)cc1)c1cccs1	-17.9	-3.0	8.5
Cc1ccc(NC(C)C(=O)N/N=C/c2c[nH]c3ccccc23)cc1 (configuration not stated)	-20.7	-1.2	16.5
CN(C1CC(C)(C)NC(C)(C)C1)S(=O)(=O)CC12CCC(CC1=O)C2(C)C (configuration not stated)	-14.3	-0.4	9.5
COc1ccc(C(=O)NCC(C)(C)CNC(=O)c2ccc(OC)cc2)cc1	-33.5	-5.1	4.4
Cc1cccc(C2=NC(C(F)(F)F)(C(F)(F)F)c3c(n(-c4ccc(F)cc4)c(=O)[nH]c3=O)N2)c1	-17.9	-0.5	17.9
CCCOP(=O)(c1ccc(N(C)C)cc1)C(O)c1ccc(Br)cc1 (configuration not stated)	-14.9	-0.4	15.6
CCC(NC(=O)C1C2C=CC(C2)C1C(=O)O)c1ccc(C)cc1 (configuration not stated)	-19.2	11.9	19.4
CC1(C)OC(=O)C(=CNC(=O)c2c(F)cccc2F)C(=O)O1	-10.7	0.0	5.7
COc1cc(C(=O)OCC(=O)Nc2c(C)n(C)n(-c3ccccc3)c2=O)c([N+](=O)[O-])cc1OC	-18.5	-0.4	18.4
Cc1nn(C)c(Cl)c1NC(=O)OCc1ccc(F)cc1	-10.0	-0.2	16.3
C/C(CC(=O)Nc1ccccc1F)=N\NC(=O)Cc1ccc(Cl)cc1	-24.6	-2.5	63.3
COc1ccc2[nH]c(C(=O)N3CCCN(Cc4ccc(F)cc4)CC3)cc2c1	-14.1	-0.1	1.8
CCOC(=O)[C@@H]1[C@H]2COc3ccc(Br)cc3[C@@H]2N2C(=O)N(c3ccc(C)cc3)C(=O)[C@@]12C	-18.1	0.3	11.4
Cc1ccc(CCN2CC(C(=O)NCCCOC(C)C)CC2=O)cc1 (configuration not stated)	-9.4	0.6	0.7
C=CCOc1cccc(C(=O)N2CCCC(Nc3ccc4c(c3)OCCO4)C2)c1 (configuration not stated)	-12.0	-1.2	36.0
COc1ccc(Cl)cc1C(=O)Nc1nc(C)cc(C)n1	-10.8	3.9	12.9
O=C(c1ccc2c(c1)OCO2)N(c1ccccc1)C1C=CS(=O)(=O)C1 (configuration not stated)	-10.0	-0.9	17.7
Cc1ccc(OCC(=O)NCCN2CCCC2)cc1	-12.3	0.7	24.4
CCOC(=O)C1C(=O)OC2(CCCCC2)C1C(=O)OCC (configuration not stated)	-10.2	-0.8	14.6
COc1cccc(C=NCCNC(=O)c2nonc2N)c1O	-6.1	-0.3	19.4
COc1ccc(N(C(=O)C2COc3ccccc3O2)C(C(=O)NC2CCCCC2)c2ccccc2)cc1OC (configuration not stated)	-19.0	-2.2	12.9
Cc1ccc(-c2c[n+](CC(=O)c3ccc(Br)cc3)c3n2CCCCC3)cc1	-27.5	-1.4	7.8
Cc1ccc(OCC(=O)Nc2ccccc2-c2ccccc2)cc1	-4.1	-0.1	-4.6
Cc1cc(C(=O)Nc2nnc(C(F)(F)F)s2)cs1	-4.1	-1.0	22.5
CCc1ccc(N2CC(C(=O)NC3CC3)CC2=O)cc1 (configuration not stated)	1.6	-0.2	34.9

Entries of single compounds as entered above:
C=CCOc1cccc(C(=O)N2CCCC(Nc3ccc4c(c3)OCCO4)C2)c1 (configuration not stated) is listed with OX1R antag-1 = -12.0; STK33 kinase inh = -1.2; OX1R antag-2 = 36.0
Cc1ccc(OCC(=O)NCCN2CCCC2)cc1 is listed with OX1R antag-1 = -12.3; STK33 kinase inh = 0.7; OX1R antag-2 = 24.4
O=C(c1ccc2c(c1)OCO2)N(c1ccccc1)C1C=CS(=O)(=O)C1 (configuration not stated) is listed with OX1R antag-1 = -10.0; STK33 kinase inh = -0.9; OX1R antag-2 = 17.7

Other compounds:
SMILES	OX1R antag-1	STK33 kinase inh	OX1R antag-2
CC(=O)Nc1nnc(SCC(=O)N2CCc3ccccc32)s1	-10.5	-0.5	20.1
O=C(NCCc1ccc(F)cc1)c1cc([N+](=O)[O-])ccc1N1CCOCC1	-22.6	-0.6	37.8
Cn1c(Cc2ccccc2)nnc1SCC(=O)N1CCCCC1	-2.1	-4.6	14.2
CCCCCN(C(=O)CCC(=O)OCC(=O)N1CCCC(C)C1)c1c(N)n(CCCC)c(=O)[nH]c1=O (configuration not stated)	3.8	-1.5	-1.7
NC(CSS(=O)(=O)O)=NCCC12CC3CC(CC(O)(C3)C1)C2	11.0	-1.0	9.5
CCN1CCN(c2nc3c(C)cccn3c(=O)c2/C=C(\C#N)S(=O)(=O)c2ccc(Cl)cc2)CC1	-16.1	0.5	15.0
Nc1ccc2nc(-c3ccc(Cl)cc3)[nH]c2c1	-26.9	0.2	17.4
COc1ccc(CC(=O)NCC(=O)NCc2cc(=O)n(C)c(=O)n2C)cc1	-9.3	1.1	0.8
CCNC(=O)COC(=O)c1cc(-c2ccccc2)nn1-c1ccccc1	-15.7	-0.2	24.7
O=C(CSc1nccc(-c2cccs2)n1)Nc1ccccc1	-8.9	-1.2	19.2
N#Cc1cc([N+](=O)[O-])ccc1NC(=O)COC(=O)C1CC2CCCC(C1)C2=O (configuration not stated)	-20.5	-0.4	87.8*
COc1ccc(S(=O)(=O)N2CCOCC2)cc1NC(=O)C1COc2ccccc2O1 (configuration not stated)	-9.1	-0.2	22.9
CC(=O)NC1C(OCc2ccccc2)OC2COC(C)(C)OC2C1O (configuration not stated)	-12.9	-0.2	9.9
Cc1ccc(C(=O)N/C(=C/c2ccco2)C(=O)NCc2ccco2)cc1	1.2	-0.4	11.2
COc1ccccc1N1C(=O)C2C(C(=O)c3ccccc3)=NN(c3ccccc3OC)C2C1=O (configuration not stated)	-15.7	0.2	10.1
O=C1NC(c2ccccc2)(C(F)(F)F)SC2=CCCCCN12 (configuration not stated)	-13.4	-1.0	13.8
COCc1c(Br)c(C)nc(OCC(=O)O)c1C#N	-6.0	1.3	17.7
CCOc1cc(C2NC(=O)NC2=O)ccc1O (configuration not stated)	-2.1	0.2	6.2
COc1ccc(S(=O)(=O)N2CCc3ccccc3C2)cc1	-31.0	-0.5	16.9
COc1ccc(NC(=O)c2cc(Br)c(Br)s2)cn1	-30.4	-1.2	11.8
Cn1c(=O)c2c(nc(N3CCOCC3)n2CCNC2=NCCC2)n(C)c1=O	-4.3	-2.1	1.6
CCOC(=O)CNc1c(-c2ccc(O)cc2)nc2ccccn12	10.7	-2.1	5.0
Cc1cc(C)c(NC(=O)CSc2nncn2-c2cccnc2)c(C)c1	2.3	1.2	3.9
CCCn1nc(Oc2nc(NCC)nc(NCC)n2)ccc1=O	-18.5	-0.9	27.5
Cn1nnnc1Sc1ncnc2scc(-c3cccc4ccccc34)c12	17.0	-1.1	19.7
CCOC(=O)N1CCN(C(=O)c2cc(Cl)c(Cl)cc2C(=O)O)CC1	-1.0	-2.6	11.8
CC(C)c1ccc(-c2nc3ccccc3s2)cc1	-20.9	0.3	0.9
O=C(NCc1ccc2c(c1)OCO2)C1CCC(=O)N1C1CCCC1 (configuration not stated)	-1.9	-1.4	0.2
COc1ccc(NC(=O)C(c2ccc(OC)cc2)N(C)C(=O)Cc2cccs2)cc1 (configuration not stated)	-10.6	-3.1	2.6
O=C(COc1ccc(F)cc1)N1CCc2ccccc2C1	-15.3	-0.9	12.6
CCn1c(SCC(=O)NC(C)(C)C)nnc1-c1ccncc1	-16.0	-0.9	-16.6
CCOc1ccc(CN2CCNC(=O)C2CC(=O)NCC2CCOCC2)cc1 (configuration not stated)	-12.7	0.6	11.1
CCCCc1c(C)nc2c(OC)cccc2c1SCC(=O)O	-7.0	0.4	10.5
COCCN(C(=O)CCC(=O)Nc1ccccn1)C(C(=O)NC(C)C)c1ccc(Cl)cc1 (configuration not stated)	-35.9	-1.8	10.8
CC1=NN(c2ccccc2)C(=O)/C1=C\c1cn(-c2ccccc2)nc1C	-17.4	0.9	26.7
CCc1nnc(NC(=O)[C@@H]2CCCN2S(=O)(=O)c2ccc3c(c2)OCCO3)s1	-31.1	-2.2	20.4
O=C(NCCCN1CCCC1=O)c1cc(COc2ccc(F)cc2F)on1	1.7	-2.6	10.5
COc1ccc(S(=O)(=O)NCCCCNS(=O)(=O)c2ccc(OC)cc2)cc1	-21.6	0.8	7.6
CCCCOc1ccc(C(=O)Nc2ccncc2)cc1	44.7*	-1.2	60.5
CCOc1cc(/C=N/NC(=O)C2CCCC2)ccc1O	0.4	-0.7	9.5
CCc1nnc(NC(=O)CSc2nnc(-c3ccc(NS(=O)(=O)c4ccccc4)cc3)o2)s1	-16.9	0.1	-1.0
Cc1nnc(NC(=O)CSCc2ccccc2)s1	-13.0	0.6	15.4
CC(Oc1ccc(Br)cc1Cl)C(=O)Nc1ccncc1 (configuration not stated)	31.1	-6.9	4.8
CCN(CC)c1ccc2c(c1)CCCN2	-21.9	-1.6	85.1*

Three structures already listed, sorted by molecular weight, descending:
SMILES	OX1R antag-1	STK33 kinase inh	OX1R antag-2
CCc1nnc(NC(=O)CSc2nnc(-c3ccc(NS(=O)(=O)c4ccccc4)cc3)o2)s1	-16.9	0.1	-1.0
CC(Oc1ccc(Br)cc1Cl)C(=O)Nc1ccncc1 (configuration not stated)	31.1	-6.9	4.8
Cc1nnc(NC(=O)CSCc2ccccc2)s1	-13.0	0.6	15.4

Screening data (PubChem BioAssay)
